Bioassay records deposited in PubChem BioAssay by several laboratories.
phage Ecoli inh: growth loss of phage-infected E. coli, primary screen, RecBCD inhibitor project, absorbance, with phage, HTS; AID 651602, 2012; actives 0.26% (n = 360,000); inhibition, % at 11.9 µM; in the data active = inhibition above about 11%
HTR5A ag: HTR5A agonists in luminescence cell assay, primary screen, counter-screen for OPRM1-OPRD1 heterodimer agonist project, full-deck HTS. cell-based. activation, % at 9.3 µM. 5-hydroxytryptamine receptor 5A (Homo sapiens), P47898. AID 504692, 2011. actives 0.61% (n = 340,000); in the data active = activation mostly above about 9.5%, no sharp cut-off; inactive = mostly below about 7.6%;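 note: 0% = cells with vehicle only and 100% = reference agonist; strong numbers were not always called active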
E coli growth: E. coli V3065 growth inhibition, primary screen, counter-screen for AddAB inhibitor project, absorbance, OD600. 18 h. inhibition, % at 11.9 µM. AID 449728, 2010. actives 0.27% (n = 330,000);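 active = inhibition above the campaign's mean inhibition across all tested compounds plus 3 SD, cut at about 9.9% in these data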;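 note: uninfected addAB+ strain grown without phage in ampicillin broth; 0% = DMSO wells and 100% = ciprofloxacin 0.95 µg/ml wells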
AddAB inh: growth inhibition of E. coli expressing H. pylori AddAB, primary screen, AddAB inhibitor project, absorbance; inhibition, % at 11.9 µM; actives 0.29% (n = 330,000); AID 435030, 2010; in the data active = inhibition above about 12%;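 note: 0% = vehicle wells of infected cells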
Mot1-301 SUMO: yeast Mot1-301 growth rescue at high temperature, primary screen, SUMOylation pathway inhibitor project, S. cerevisiae, ATP luminescence, 38.5C; AID 2716, 2010; S. cerevisiae Mot1-301 growth rescue; percent above DMSO median, 100 means doubled; growth rescue, % at 18.8 µM; actives 1% (n = 320,000);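 active = every valid replicate shows activation above 250% relative to neutral control wells; inactive = the rest, any valid replicate at or below 250%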;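 note: OY570 slx delta 5 strain wells were the positive control but not used for scaling; some compounds called inactive have numbers as strong as hits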
PfHsp90 set2: growth inhibition of PfHsp90-expressing yeast, primary screen, antimalarial PfHsp90 inhibitor project, S. cerevisiae, BacTiter-Glo luminescence, single point, set 2 | BacTiter-Glo ATP, 48 h; yeast lacking PDR1 and PDR3 efflux regulators | inhibition, % at 9.4 µM | actives 0.32% (n = 310,000);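 active = every replicate shows inhibition above about 80%, whatever the replicate mean, limit read from the data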;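 note: 0% = DMSO neutral controls and 100% = 20 µM radicicol positive controls; yeast relying on Plasmodium falciparum Hsp90 in place of its own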
DSG3 Ab inh: inhibitors of pemphigus antibody binding to DSG3, primary screen, biochemical, bead-based, flow cytometry, scFv-GFP. Desmoglein-3 (Homo sapiens), P32926. DSG3-coupled beads, scFv-anti-DSG3-GFP binding; hits give low values. binding (percent of control), % at 10 µM. actives 0.48% (n = 310,000). AID 588358, 2011;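 active = binding more than 3 SD below its plate's average and above zero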;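 note: hits lower antibody fragment binding to DSG3; some compounds called inactive have numbers as strong as hits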
Target sequence (P32926 whole entry, looked up, the tested form may be a part): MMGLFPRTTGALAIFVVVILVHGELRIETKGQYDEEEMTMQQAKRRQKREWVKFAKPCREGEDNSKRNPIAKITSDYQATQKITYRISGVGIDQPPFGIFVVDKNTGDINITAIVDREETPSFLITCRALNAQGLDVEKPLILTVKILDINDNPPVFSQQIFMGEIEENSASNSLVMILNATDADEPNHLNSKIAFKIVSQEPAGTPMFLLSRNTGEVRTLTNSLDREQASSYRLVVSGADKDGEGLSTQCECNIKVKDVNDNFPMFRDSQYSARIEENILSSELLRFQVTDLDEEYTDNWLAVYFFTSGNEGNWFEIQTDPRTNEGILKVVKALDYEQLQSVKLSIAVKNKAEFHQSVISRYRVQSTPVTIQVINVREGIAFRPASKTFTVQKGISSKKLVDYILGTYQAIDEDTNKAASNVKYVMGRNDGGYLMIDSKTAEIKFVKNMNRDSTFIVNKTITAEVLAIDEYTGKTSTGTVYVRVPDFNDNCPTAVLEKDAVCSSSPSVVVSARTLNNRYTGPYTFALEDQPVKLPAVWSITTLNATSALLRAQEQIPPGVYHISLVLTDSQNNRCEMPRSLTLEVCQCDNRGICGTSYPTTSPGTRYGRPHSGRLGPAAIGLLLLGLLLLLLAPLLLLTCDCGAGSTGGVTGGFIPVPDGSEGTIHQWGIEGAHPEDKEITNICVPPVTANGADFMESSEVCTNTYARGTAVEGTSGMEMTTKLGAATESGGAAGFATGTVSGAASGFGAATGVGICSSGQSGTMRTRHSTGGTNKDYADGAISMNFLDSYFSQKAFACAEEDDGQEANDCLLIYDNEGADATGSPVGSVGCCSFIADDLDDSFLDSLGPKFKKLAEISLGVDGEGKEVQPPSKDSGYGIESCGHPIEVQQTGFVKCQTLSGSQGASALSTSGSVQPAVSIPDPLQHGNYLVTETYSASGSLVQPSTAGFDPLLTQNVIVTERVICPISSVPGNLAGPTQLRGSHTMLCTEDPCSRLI
OPRM1-OPRD1 inv: inverse agonists of MOR-DOR heterodimerization, primary screen, cell-based, luminescence. Mu-type opioid receptor (Homo sapiens) + Delta-type opioid receptor (Homo sapiens), …. cell-based MOR-DOR heterodimer luminescence, inverse agonism. inhibition, % at 9.3 µM. actives 0.21% (n = 340,000); in the data active = inhibition above about 22%, passing the limit was not always enough;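 note: 0% = cells with DMSO and 100% = wells without cells with DMSO; values of inactives mirror those of a sister screen read the other way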
PKA-R1A act: activators of PKA-R1A holoenzyme, primary screen, biochemical, fluorescence polarization, Cy5-IP20, bovine R1A, mouse PKAc | activation, % at 11.4 µM | PKA-R1A dissociation; scaled: DMSO 0%, 113 µM cGMP 100% | AID 504707, 2011 | cAMP-dependent protein kinase type I-alpha regulatory subunit (Bos taurus) + … | actives 0.083% (n = 340,000);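 active = percent activation above the mean of all tested compounds plus 3 SD, cut at about 19% in these data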;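 note: higher means more PKAc released from R1A so a rise in polarization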
HTR5A inv ctr: HTR5A inverse agonists in luminescence cell assay, primary screen, counter-screen for OPRM1-OPRD1 heterodimer inverse agonist project, full-deck HTS; 5-hydroxytryptamine receptor 5A (Homo sapiens), P47898; HTR5A cell line, inverse agonism; inhibition, % at 9.3 µM; actives 0.083% (n = 340,000); AID 504634, 2011; in the data active = inhibition mostly above about 23%, no sharp cut-off; inactive = mostly below about 18%;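 note: 0% = cells with DMSO and 100% = no-cell wells with DMSO; some compounds called inactive have numbers as strong as hits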
MOR-DOR ag: agonists of OPRM1-OPRD1 heterodimerization, primary screen, cell-based, luminescence; activation, % at 9.3 µM; cells; actives 0.3% (n = 340,000); in the data active = activation above about 18%;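 note: 0% = vehicle-treated cells and 100% = reference agonist; values of inactives mirror those of a sister screen read the other way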
* marks the source's active call; other numbers are inactive results; nt = no result given.

mol	phage Ecoli inh	OPRM1-OPRD1 inv	PfHsp90 set2	E coli growth	HTR5A ag	HTR5A inv ctr	Mot1-301 SUMO	MOR-DOR ag	AddAB inh	PKA-R1A act	DSG3 Ab inh
CCOc1cc(C(C(=O)NCC2CCCO2)N(C(=O)Cn2nnc3ccccc32)c2ccc(OC)c(OC)c2)ccc1O (stereo not given)	-2.6	-4	-35	3.3	-3	-4	-9	0.6	3.6	4	98
COc1cnn(-c2ccccc2)c(=O)c1SCc1ccc(Cl)cc1Cl	1.2	-3	1	0.4	1	8	0	0.5	0.2	15	102
CCN(CC)C(=O)c1cccc(-c2ccc(OC)cc2)c1	0.5	16	0	0.5	6	-10	-9	-3.4	0.6	-9	99
O=C(N/C(=C/c1ccco1)C(=O)N1CCCCCC1)c1cccs1	1.7	-1	nt	0.7	-8	20	9	0.2	-0.4	12	113
CC(C)NC(=O)c1onc(CSc2ccncc2)c1C(=O)NC(C)C	-0.8	11	-4	0.2	7	-18	200	-1.9	4.9	3	104
CCN(c1ccccc1)S(=O)(=O)c1ccc(F)cc1C	3.3	-4	9	-1.6	0	-11	-20	0.8	-0.5	-10	94
COc1cccc(-c2cn3nc(C)c(C)nc3n2)c1	2.5	4	3	-2.1	0	-2	nt	-0.7	4.1	0	114
CC(=O)NCCC(=O)Nc1ncc(S(=O)(=O)c2ccc([N+](=O)[O-])cc2)s1	1.0	-35	nt	2.4	1	-2	630	5.6	2.2	3	102
COc1ccc(NC(=O)CSc2c(C)nn(-c3nnc(C)c(=O)[nH]3)c2C)cc1	1.2	8	-4	-1.3	0	-16	-12	-1.3	2.8	4	96
CCOC(=O)CC1C(=O)NCCN1C(=O)c1cc2c(=O)n3cccc(C)c3nc2s1 (stereo not given)	2.9	0	18	1.5	3	-10	-1	0.0	1.2	-1	103
C=CCNC(=O)/C=C/c1ccc(C(C)C)cc1	3.1	11	7	1.9	10	-25	-9	-1.8	2.9	-5	97
CC1(C)CC(=O)/C(=C(\O)c2ccccc2)C(=NCCc2ccccc2)C1	2.6	1	17	0.5	-1	-25	-15	-0.1	0.2	-11	129

Carrying on.
mol	phage Ecoli inh	OPRM1-OPRD1 inv	PfHsp90 set2	E coli growth	HTR5A ag	HTR5A inv ctr	Mot1-301 SUMO	MOR-DOR ag	AddAB inh	PKA-R1A act	DSG3 Ab inh
O=C(CS(=O)(=O)c1ccccc1)Nc1nnc(C(F)(F)F)s1	2.8	7	-37	-3.5	6	-3	19	-1.3	1.3	2	108
NC(=O)c1c(NC(=O)C(=O)N2CCOCC2)sc2c1CCCC2	0.6	11	-23	-0.8	2	-3	0	-2.1	-0.7	-9	104
Nc1nnc(CCOc2ccccc2Cl)s1	3.2	6	nt	-0.4	-2	-10	-6	-1.0	3.1	-1	100
Cc1cc(C(C)(C)C)ccc1OCCOCCN1CCCC1	-0.4	5	3	1.7	-1	2	14	-0.8	0.7	-12	108
COc1ccc(NC(=O)/C=C/c2ccccc2[N+](=O)[O-])c(OC)c1	2.8	9	28	0.2	-1	17	7	-1.7	1.9	-6	124
CN(CC(=O)NCCCn1ccnc1)S(=O)(=O)c1ccc(Cl)cc1	1.7	19	6	0.6	9	-26	-6	-4.7	1.9	2	nt
NS(=O)(=O)c1ccc(CNC(=O)c2ccc3c(c2)OCO3)cc1	4.2	10	-6	0.6	-2	-10	0	-2.5	1.5	-3	103
COc1cc(C)nc(N2CCCC(C(=O)Nc3cc(Cl)ccc3OC)C2)n1 (stereo not given)	2.5	-28	3	0.8	-2	-58	0	4.9	2.6	-8	109
OC1CCCCC1	1.5	14	-26	0.3	-1	5	6	-2.6	-2.5	-12	103
C=CCOc1c(Cl)cc(Cl)cc1S(=O)(=O)NCCO	1.7	-2	nt	nt	3	-25	nt	0.4	nt	7	103
Cc1c(Cl)ccc2c(C(=O)Nc3cc(C(C)(C)C)on3)cc(-c3ccccn3)nc12	2.1	-11	6	0.2	10	2	-17	2.1	0.4	-4	101
COc1ccc(C2C(C(C)=O)=C(O)C(=O)N2c2ccc(C)cc2)cc1 (stereo not given)	0.7	19	12	0.5	0	1	205	-3.2	-0.1	3	100

(further entries)
mol	phage Ecoli inh	OPRM1-OPRD1 inv	PfHsp90 set2	E coli growth	HTR5A ag	HTR5A inv ctr	Mot1-301 SUMO	MOR-DOR ag	AddAB inh	PKA-R1A act	DSG3 Ab inh
COc1ccc(NC(=O)CN2CC(c3ccccc3)CC2=O)cc1OC (stereo not given)	2.9	9	10	-1.2	-3	7	146	-1.8	2.1	10	110
COc1ccccc1N1CCN(CCCNc2c(C)c(=O)n(C)c(=O)n2C)CC1	3.3	4	7	0.6	0	-15	69	-0.8	1.9	2	123
O=C(CN1CSCC1=O)N1CCN(S(=O)(=O)c2cc(C(F)(F)F)ccc2Cl)CC1	-0.1	-2	nt	nt	3	-3	nt	0.2	nt	-4	101
C=CCn1c(Sc2nncn2C)nc2c1c(=O)[nH]c(=O)n2C	2.2	12	nt	-0.2	3	-13	-1	-2.2	0.8	-2	97
Cn1c(NC(=O)c2ccccc2)c(-c2ccccn2)c(=O)c2ccccc21	3.9	8	0	-1.5	2	-40	15	-1.5	1.6	-5	116
Cc1ccc(S(=O)(=O)N2CCCCC2)cc1NC(=O)COC(=O)Cc1cccc(C(F)(F)F)c1	1.8	-12	-5	-2.1	1	8	-24	2.3	3.4	2	99
COc1ccc(NC(=S)NNC(=O)C2CC2c2ccc(C)cc2)cc1 (stereo not given)	1.0	14	9	-1.3	4	-52	12	-2.5	0.6	2	130
Fc1cccc(-c2n[nH]c(=S)n2-c2ccccc2)c1	-1.9	0	7	3.2	-4	14	-14	0.1	-1.9	11	101
Cc1ccccc1C1CC(c2ccccc2)Nc2ncnn21 (stereo not given)	2.0	11	nt	0.3	2	-4	17	-2.1	3.6	3	110
CS(=O)(=O)c1ccc2sc(NC(=O)c3cc4ccccc4o3)nc2c1	2.1	7	5	0.6	1	-2	-8	-1.2	-0.8	-12	98
CC(C)C(CC(=O)N1CCCCC1)C1CCOC(C)(C)C1 (stereo not given)	0.5	9	-10	1.2	3	24	8	-1.7	-0.3	-6	95
CC(C)CNC(=O)c1ccc(NC(=O)c2cccs2)cc1	3.4	0	8	2.9	-1	4	0	0.0	2.6	1	100

(cont.)
mol	phage Ecoli inh	OPRM1-OPRD1 inv	PfHsp90 set2	E coli growth	HTR5A ag	HTR5A inv ctr	Mot1-301 SUMO	MOR-DOR ag	AddAB inh	PKA-R1A act	DSG3 Ab inh
NC(=O)C1CCN(C(=O)C2CCC(=O)N(CC3CCCCC3)C2)CC1 (stereo not given)	4.0	10	9	0.6	4	7	6	-1.9	-0.3	7	nt
O=C(O)CCCC(=O)N1CCc2cc(S(=O)(=O)NCc3ccc(F)cc3)ccc21	4.0	14	-3	0.5	6	-50	64	-2.9	-1.6	-2	110
O=C(Nc1ccc(Br)cc1)C1OCCc2ccccc21 (stereo not given)	3.1	-14	4	-2.1	-2	27	4	2.8	-1.2	-15	104
COc1cc(/C=N/Nc2nc3ccccc3s2)ccc1OC(=O)c1ccccc1F	2.8	-28	-1	-2.7	5	-27	105	5.4	-4.6	1	nt
O=C(OCC(=O)N(CCc1ccccc1)Cc1ccccc1)c1ccccc1NCCO	-1.0	-13	-7	3.6	-2	16	-10	4.0	0.4	0	109
CC(=O)Nc1ccc(Nc2nc(-c3sc(C)nc3C)cs2)cc1	4.2	1	1	-0.8	-1	8	-14	-0.3	0.8	8	108
COc1cccc(C(=O)COC(=O)c2n[nH]c(=O)c3ccccc23)c1	2.3	4	-8	-2.6	-1	3	-9	-0.7	0.2	-5	97
COc1ccc(CCN(C)C(=O)COc2ccc(C(=O)c3ccccc3)cc2)cc1OC	2.9	16	2	0.0	-2	15	-26	-3.3	3.5	-10	96
CCn1cc(C(=O)Nc2cccc(C(=O)OC)c2)c(=O)c2ccc(C)nc21	1.6	8	10	-2.9	0	-9	-5	-1.3	2.2	1	99
CCCc1cc(C(=O)Nc2sc(C)c(C)c2C(=O)OCC)no1	-0.1	6	-41	nt	-1	-7	nt	-0.9	nt	-4	100
O=C(NCCN1CCOCC1)c1cc(S(=O)(=O)NCCCN2CCCC2=O)ccc1Cl	2.2	18	-3	-2.2	0	-14	0	-3.4	-2.0	-3	105
O=C(NC1CCCCCC1)C1CC(=O)N(c2ccc(Cl)cc2)C1 (stereo not given)	1.8	5	4	-2.0	3	-8	80	-0.8	0.7	-5	103
COc1ccc(C(C(=O)NCC2CCCO2)N(Cc2ccc(F)cc2)C(=O)CNC(=O)c2ccco2)cc1OC (stereo not given)	0.5	14	-4	1.5	-3	-12	-10	-2.6	-0.8	-6	nt
COc1ccc(COCC(O)CN2CCc3ccccc3C2)cc1OC (stereo not given)	2.0	1	nt	1.5	3	-23	-14	-0.1	1.4	9	111
Cc1nn(-c2ccccc2)c(N)c1N=Nc1cccc(S(=O)(=O)N2CCOCC2)c1	-1.9	12	28	2.5	-1	3	387*	-2.4	-0.1	-19	102

Molecules listed so far containing fluorine (8):
mol	phage Ecoli inh	OPRM1-OPRD1 inv	PfHsp90 set2	E coli growth	HTR5A ag	HTR5A inv ctr	Mot1-301 SUMO	MOR-DOR ag	AddAB inh	PKA-R1A act	DSG3 Ab inh
CCN(c1ccccc1)S(=O)(=O)c1ccc(F)cc1C	3.3	-4	9	-1.6	0	-11	-20	0.8	-0.5	-10	94
O=C(CS(=O)(=O)c1ccccc1)Nc1nnc(C(F)(F)F)s1	2.8	7	-37	-3.5	6	-3	19	-1.3	1.3	2	108
O=C(CN1CSCC1=O)N1CCN(S(=O)(=O)c2cc(C(F)(F)F)ccc2Cl)CC1	-0.1	-2	nt	nt	3	-3	nt	0.2	nt	-4	101
Cc1ccc(S(=O)(=O)N2CCCCC2)cc1NC(=O)COC(=O)Cc1cccc(C(F)(F)F)c1	1.8	-12	-5	-2.1	1	8	-24	2.3	3.4	2	99
Fc1cccc(-c2n[nH]c(=S)n2-c2ccccc2)c1	-1.9	0	7	3.2	-4	14	-14	0.1	-1.9	11	101
O=C(O)CCCC(=O)N1CCc2cc(S(=O)(=O)NCc3ccc(F)cc3)ccc21	4.0	14	-3	0.5	6	-50	64	-2.9	-1.6	-2	110
COc1cc(/C=N/Nc2nc3ccccc3s2)ccc1OC(=O)c1ccccc1F	2.8	-28	-1	-2.7	5	-27	105	5.4	-4.6	1	nt
COc1ccc(C(C(=O)NCC2CCCO2)N(Cc2ccc(F)cc2)C(=O)CNC(=O)c2ccco2)cc1OC (stereo not given)	0.5	14	-4	1.5	-3	-12	-10	-2.6	-0.8	-6	nt
